# FEN1 inhibitor – inhibitors of human flap endonuclease 1 | 390,000 tested, 0.35% active | AID 588795 | Recombinant FEN1 flap cleavage, fluorescence, 15 min | Potency, µM (top dose mostly 114 µM), without a hit: at the top dose activity change, negative = inhibition, most hits filed as inhibitors; further: nearly all actives have a fitted effect of over 65% in size
# Target sequence (P39748 whole entry, looked up): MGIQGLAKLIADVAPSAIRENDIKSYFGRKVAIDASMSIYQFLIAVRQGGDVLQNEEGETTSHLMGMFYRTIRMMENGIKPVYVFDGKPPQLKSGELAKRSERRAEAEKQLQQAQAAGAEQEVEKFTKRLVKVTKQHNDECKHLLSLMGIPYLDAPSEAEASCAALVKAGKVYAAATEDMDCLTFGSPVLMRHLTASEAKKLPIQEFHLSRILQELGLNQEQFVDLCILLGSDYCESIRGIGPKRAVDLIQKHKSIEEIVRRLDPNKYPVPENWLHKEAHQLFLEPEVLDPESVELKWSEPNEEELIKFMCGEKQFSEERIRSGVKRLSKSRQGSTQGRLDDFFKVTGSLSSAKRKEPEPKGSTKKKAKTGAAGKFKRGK
#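 Read-out was taken twice, immediately and after 15 min, following addition of 50 nM substrate to 10 nM FEN1 that had sat with test compound for 15 min at room temperature. Curves came from a four-parameter Hill model.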
# KAT2A inh – inhibitors of human GCN5L2 histone acetyltransferase; GCN5L2 HAT assay, ThioGlo1 CoA-SH fluorescence; 390,000 tested, 0.21% active; AID 504327; Q92830; Potency, µM (doses to about 58.9 µM), without a hit: at the top dose activity change, negative = inhibition, actives largely listed as inhibitors
#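 qHTS, 1536-well. 20nM enzyme, pH 7.5 HEPES/EDTA/Tween-20 buffer; 15 min compound preinc., RT. Start: 75uM H3(1-25), 70uM AcCoA, 50uM ThioGlo1. Read Ex340/Em540 at t=0 (autofluorescence flag) and t=20 min.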
# N370S GC – inhibits or activates N370S mutant glucocerebrosidase; Potency, µM (doses to about 59.4 µM), for the others: at the highest dose activity change, negative = inhibition, hits mostly inhibitors; N370S GC spleen homogenate, 4MU-glucoside fluorescence; P04062; 330,000 tested, 0.092% active;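 further: 0% = full enzyme activity and -100% = no enzyme basal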
# * hit, by the source's call; ? = inconclusive; . = not tested or not shown; & = joins results of further samples. The call rests on the fitted dose curve; in most records, active means well fitted curve in the direction sought with a large enough effect; inconclusive means small, poorly fitted or top-dose-only effect, or another doubt; inactive means no such curve, though single readings can be large; an effect the other way counts as inactive or inconclusive. Unless noted, on the % scale 0 is the no-effect control and ±100 the full control effect; potency means the concentration at half of the fitted maximal effect.
structure	FEN1 inhibitor	N370S GC	KAT2A inh
O=C(COn1nnc2ccc(C(F)(F)F)cc21)Nc1c(Cl)cccc1Cl	0%	10%	2%
COc1ccc(Nc2nc(-c3ccccc3)nc3ccccc23)c(OC)c1	-24%	-25%	-13%
Clc1ccc(C[n+]2cc(-c3ccccc3)n3c2CCCCC3)c(Cl)c1	15%	-4%&-11%	12%&21%
O=C(NCCC1CCCCN1S(=O)(=O)c1ccc(F)cc1)C(=O)NC1CCCC1 (stereo not given)	-2%	3%	2%
O=[N+]([O-])c1ccc2c(c1)S(=O)(=O)C=C2	.	-1%	?
Cc1ccccc1-n1c(=O)c2ccccc2n2nnnc12	1%	2%	-4%
CSc1nc(=S)n(Cc2ccccc2)c(C)c1C(C)=O	-5%	7%	0%
CCS(=O)(=O)N1CCC(C(=O)NCc2ccccn2)CC1	-1%	-1%	3%
CC(=O)c1ccc(Sc2ccccn2)c([N+](=O)[O-])c1	5%	-1%	1%
CC(C)(C)C1CCC(=NNC(=O)C(=O)NCc2cccnc2)CC1 (stereo not given)	1%	-8%	-4%
Cc1nnc(N2C(=O)C(=O)/C(=C(/O)c3ccc4c(c3)OCCO4)C2c2ccc(F)cc2)s1 (stereo not given)	14%	-4%	-10%
Cc1ccc(OC(=O)c2cccc([N+](=O)[O-])c2)c(-n2nc3ccccc3n2)c1	1%	-26%	-5%
O=C1OCC/C1=C\c1ccccc1	-4%	14%	2%
CCOC(=O)c1c(S(=O)(=O)N2CCC(C(=O)Nc3ccc(C)cc3C)CC2)c(C)n(C)c1C	21%	.	3%
C/C=C/C(=O)OCC(=O)Nc1ccc(F)cc1Cl	-3%	21%	-6%
CCN(CC(=O)Nc1c(F)cccc1F)C(=O)COc1ccc2c(c1)CCC2	-1%	5%	1%
O=C(NC1CCCC1)C(c1ccsc1)N(CCc1ccccc1)C(=O)Cc1cccs1 (stereo not given)	20%	14%	0%
O=C(Nc1ccc(Cl)c(Cl)c1)c1ccccc1	6%	1%	-8%
O=C(CN1CCCCCC1)Nc1cccc(Br)c1	11%	1%	-1%
COC(=O)NC1(C(F)(F)F)C(=O)Nc2c1c(=O)n(C)c(=O)n2C (stereo not given)	3%	2%	5%
NS(=O)(=O)c1ccc(NC(=O)COC(=O)c2ccc(Cl)cc2[N+](=O)[O-])cc1	-11%	-22%	1%
Cc1oc(-c2ccccc2)[n+]([O-])c1C	2%	2%	6%
O=C(N/N=C/c1ccc(Br)o1)/C(=C/c1ccc([N+](=O)[O-])cc1)NC(=O)c1ccccc1	1%	6%	-26%
CCC(=O)N1CCN(c2ccccc2NC(=O)Cc2ccc(Cl)cc2)CC1	0%	3%	1%
O=C(COC(=O)CCC(=O)c1cccs1)Nc1ccc(Cl)cn1	14%	7%	-18%
Fc1ccc(Nc2ccnc(Nc3ccc(F)cc3)n2)cc1	-12%	-2%	-2%
COc1cc(NC(=O)c2cc(C3CC3)nc3c2c(C)nn3-c2ccccc2)cc(OC)c1	2%	.	-13%
COc1cc(C=O)ccc1OCCCOc1ccc([N+](=O)[O-])cc1	-15%	3%	-5%
CN(C)C(CNC(=O)c1cccc(S(=O)(=O)N(C)C)c1)c1ccccc1 (stereo not given)	-2%	-12%	-2%
Cc1cc(=O)n2nc(N3CCC(C(=O)NCCc4ccc(Cl)cc4)CC3)sc2n1	2%	-5%	?

# Next entries.
structure	FEN1 inhibitor	N370S GC	KAT2A inh
Cc1ccc2c(c1)C(c1ccc(F)cc1)N(C(=O)c1ccc(OC(C)C)cc1)CC(=O)N2 (stereo not given)	-1%	.	-4%
CC(C)Cc1n[nH]c(=O)c2c1nnn2Cc1ccccc1F	7%	-8%	3%
O=C(CSc1nncc2ccccc12)Nc1cccc(C(=O)O)c1	3%	-17%	-2%
NCCCC[C@H]1CNC(=S)N1CC1CCCCC1	0%	-9%	-1%
NS(=O)(=O)c1cccc(NC(=O)COc2ncnc3c2cnn3-c2ccccc2)c1	-3%	28%	-9%
O=C(NCc1ccc(F)cc1)c1nc(-c2cccs2)no1	11%	-1%	-2%
Cc1ccc(S(=O)(=O)NCc2ccccc2)cc1C(=O)N1CCCCC1	0%	6%	-6%
Cc1cc(NS(=O)(=O)c2ccc(NC(=O)c3cc(-c4ccccc4Cl)nc4ccccc34)cc2)no1	-9%	-2%	-5%
COc1ccccc1CNS(=O)(=O)c1ccc2c(c1)NC(=O)CC(=O)N2	-1%	.	0%
Cc1ccc(C)c(N2CCN(S(=O)(=O)c3cc(C(=O)Nc4ccc(Oc5ccccc5)cc4)ccc3F)CC2)c1	3%	.	0%
COc1ccc(NC(=O)C(=O)NCCN2CCN(C(=O)C(c3ccccc3)c3ccccc3)CC2)cc1	1%	-7%	-7%
Cc1nn2c(=O)cc(COc3ccc(/C=C(\C#N)C(=O)Nc4ccccc4)cc3Cl)nc2s1	7%	.	-12%
CC(=O)O/N=C(/c1nonc1N)N(C)C	14%	13%	0%
Cc1csc2nc(CNC(=O)CCC(=O)O)cn12	21%	-12%	-4%
CN=C1SC(CC(=O)Nc2cccc(C(F)(F)F)c2)C(=O)N1C (stereo not given)	-2%	1%	-1%
COc1ccccc1NC(=O)CN1C(=O)COc2ccc(S(=O)(=O)N3CCC(C)CC3)cc21	7%	-18%	-4%
CCN(c1ccccc1)c1ncnc2c1cnn2-c1ccc(C)cc1C	8%	.	-4%
CCc1nnc(NS(=O)(=O)c2ccc(NC(=O)c3ccc(Br)cc3)cc2)s1	6%	-13%	-2%
CCc1ccc(S(=O)(=O)NCc2cn3ccccc3n2)s1	-11%	3%	-1%
COc1cc(CC(=O)OCC(=O)Nc2ccc([N+](=O)[O-])cc2)cc(OC)c1OC	2%	-6%	-11%
Cc1cccc(Cn2c(=O)n(Cc3ccccc3)c(=O)c3sc4ccccc4c32)c1	-13%	.	0%
CC1(C)C2CCC1(C)C(NCC(O)COc1ccc(C#N)cc1)C2 (stereo not given)	-7%	-11%	-13%
CCc1c(C)sc2c1CCN(C(=O)Nc1ccccc1C(F)(F)F)C2c1ccccc1 (stereo not given)	-13%	.	-18%
COc1ccc(NC(=O)N2CC[C@@]3(CCCN(C(C)=O)C3)C2)cc1	.	19%	-15%
NS(=O)(=O)c1ccc(CCNC(c2ccccc2)c2ccccc2)cc1	-5%	-2%	-3%
COc1ccc(S(=O)(=O)N2CCOC2CNC(=O)C(=O)NCc2ccc3c(c2)OCO3)cc1OC (stereo not given)	7%	9%	-5%
COc1ccc(OCCSc2nnc(CCNC(=O)c3ccc(OC)cc3)n2C)cc1	1%	4%	2%
CCOC(=O)c1c(C)[nH]c(C)c1S(=O)(=O)N(C)CC(=O)N(C)Cc1ccccc1	-1%	1%	-4%
Cc1ccc2[nH]c(=O)c(CN(C(=O)c3cccc([N+](=O)[O-])c3)C(C)(C)C)cc2c1	1%	10%	-5%
COc1ccc(CCN2CC(C(=O)N3CCCCCC3)CCC2=O)cc1 (stereo not given)	-3%	-2%	-5%

# (next part)
structure	FEN1 inhibitor	N370S GC	KAT2A inh
CCCc1cc(C(=O)N2CCCC(N3CCN(c4ccccc4F)CC3)C2)n(C)n1 (stereo not given)	11%	-3%	0%
C=CC[C@H](CC(=O)N(CCO)Cc1ccccc1)C(=O)N[C@@H](C)COC(=O)[C@@H](CC=C)Cc1ccc(F)cc1	2%	.	-9%
Cc1ccc(NC(=O)c2nc[nH]c2C(=O)N2CCN(c3ccccc3)CC2)cc1	-3%	0%	-26%
CCN(C[C@H]1N[C@@](CC)(C(=O)OC)[C@H]2C(=O)N(Cc3ccccc3)C(=O)[C@@H]12)S(=O)(=O)c1ccc(OC)cc1	4%	.	-6%
Nc1nc(SCc2ccccc2)ns1	4%	4%	0%
CCCCN(CCCC)CCNC(=O)c1ccc2nc(-c3ccccc3NC(C)=O)c(=O)[nH]c2c1	18%	6%	-2%
CCN1C(=O)/C(=C/c2cc(C)n(C)c2C)SC1=Nc1ccc(OC)cc1	-23%	.	-21%
Cc1ccc(C(=O)CCC(=O)OCc2nnc(-c3ccccc3)o2)cc1	-6%	3%	?
O=S(=O)(NCCN1CCCC1)c1cccc2cccnc12	11%	-3%	-6%
Cc1nnc2ccc(-c3cccc(NS(=O)(=O)c4ccccc4[N+](=O)[O-])c3)nn12	13%	?	-4%
CCOC(=O)c1ccc(C(=S)N2CCCC2)cc1	4%	-1%	-5%
CCc1c(C)nc2ncnn2c1N1CCCC(C(=O)NCc2ccc3c(c2)OCO3)C1 (stereo not given)	11%	2%	-8%
CCOC(=O)c1sc(/N=C/c2c(C)[nH]n(-c3ccccc3)c2=O)c(C#N)c1C	.	3%	-1%
COc1ccccc1CC(=O)NC1CC1	5%	-8%	-8%
CCOc1ccccc1NC(=O)NNC(=O)CCc1ccc(OC)cc1	-10%	-11%	-9%
CCOc1ccc(S(=O)(=O)N2CCCC(C(=O)N3CCC(C(N)=O)CC3)C2)cc1Cl (stereo not given)	-2%	-7%	-5%
Cc1ccc(S(=O)(=O)NCCC(=O)NCCc2ccc(S(N)(=O)=O)cc2)cc1C	20%	.	1%
O=C(Nc1ccccc1)Nc1nccs1	3%	18%	-7%
COCCCNC(=O)CN1C(=O)c2ccccc2C1=O	3%	2%	-1%
Nc1c(-c2ccsc2)cnc2ncnn12	7%	-4%	0%
CC(C)OC(=O)CSc1nc2ncc(Cl)cc2[nH]1	-3%	8%	-4%
Cc1c(Br)c([N+](=O)[O-])nn1CC(=O)Nc1nccs1	-3%	-2%	-2%
Cc1cc(N)ccc1NC(=O)c1ccccc1	-3%	12%	?
O=C(CCCCCn1c(=S)[nH]c2cc3c(cc2c1=O)OCO3)N1CCN(C2CCCCC2)CC1	-1%	-28%	-21%
COc1cccc(NC(=O)COC(=O)CCC(=O)c2cccs2)c1	13%	.	-6%
C=CCOC(=O)C1=C(C)NC(SCC(=O)N(CC)CC)=C(C#N)C1c1ccccc1 (stereo not given)	-10%	-13%	-8%
CCOc1ccc(Cn2c(O)cc(=O)[nH]c2=O)cc1	0%	9%	4%
COc1ccc(C(=O)OC(C(=O)c2ccc(C)cc2)c2ccccc2)cc1 (stereo not given)	-5%	?	-11%
COc1ccc(NC(=O)COc2cc(O)c3c(c2)OC(C)(C)CC3=O)cc1	13%	2%	-1%
Cc1cc(Oc2ccc(=O)n(C)n2)nc(SCCOc2ccccc2)n1	-13%	0%	0%

# Profiles, quoted from the list.
# Entry for CCOC(=O)c1ccc(C(=S)N2CCCC2)cc1 → FEN1 inhibitor: 4%; N370S GC: -1%; KAT2A inh: -5%
# Entry for Cc1nnc2ccc(-c3cccc(NS(=O)(=O)c4ccccc4[N+](=O)[O-])c3)nn12 → FEN1 inhibitor: 13%; N370S GC: ?; KAT2A inh: -4%

# Continuation.
structure	FEN1 inhibitor	N370S GC	KAT2A inh
CCN1C(=O)[C@@H]2C(C(=O)c3cnccn3)=NN[C@@H]2C1=O	14%	-4%	0%
Cc1nnsc1C(=O)NC1CCCc2c1cnn2-c1ccccc1F (stereo not given)	-3%	-4%	-5%
C(#Cc1ccc(C#CCN2CCOCC2)cc1)CN1CCOCC1	-7%	-20%	-2%
COc1ccc(CC2(CO)CCN(S(=O)(=O)c3c(C)nn(C)c3C)CC2)cc1	0%	1%	-10%
O=[N+]([O-])c1ccc(S(=O)(=O)N2CCn3cccc3C2c2ccc(Br)cc2)cc1 (stereo not given)	-13%	.	-10%
O=C1CC(C(=O)Nc2ccc(Cl)cc2)S/C(=N\N=C\c2ccco2)N1 (stereo not given)	-11%	-18%	16%
CC(C)CN(CC(C)C)C(=O)c1cccc(S(=O)(=O)N2CCc3ccccc32)c1	-1%	1%	-15%
Cc1cccc(OCC(=O)N2CCN(C(=O)c3cccs3)CC2)c1	-4%	1%	2%
CCn1c(NC(=O)C(C)C)c(-c2ccccc2)c(=O)c2ccccc21	2%	2%	-6%
CC(=O)Nc1ccccc1OCC(=O)NCC(F)(F)F	-8%	12%	-7%
Cc1ccc(NC(=O)Cc2ccc(Cl)cc2)cc1S(=O)(=O)N1CCCCCC1	-13%	.	-7%
O=C(Cn1cc(SCc2cccc(Cl)c2)c2ccccc21)N1CCCCC1	6%	.	-12%
CCOc1cc(/C=N/O)ccc1OCc1ccc(C)cc1	-7%	23%	-8%
CC(C)C(=O)Nc1ccc(C(=O)NN2C(=O)c3ccccc3C2=O)cc1	-3%	-2%	2%

# Arranged by the number under N370S GC (rising): some entries from above.
SMILES | FEN1 inhibitor | N370S GC | KAT2A inh
C(#Cc1ccc(C#CCN2CCOCC2)cc1)CN1CCOCC1 | -7% | -20% | -2%
Cc1nnsc1C(=O)NC1CCCc2c1cnn2-c1ccccc1F (stereo not given) | -3% | -4% | -5%
CC(C)C(=O)Nc1ccc(C(=O)NN2C(=O)c3ccccc3C2=O)cc1 | -3% | -2% | 2%
Cc1cccc(OCC(=O)N2CCN(C(=O)c3cccs3)CC2)c1 | -4% | 1% | 2%

# Compound activity deposited in PubChem by National Center for Advancing Translational Sciences (NCATS).

# These rows are one share of the data (hit frequency here may not be typical).
